Source: PubChem (several laboratories)
IL1B cytotox: toxic to HUVEC cells under IL-1B stimulation | HUVEC cell count loss, Hoechst imaging, IL-1B stimulated | cell count reduction, % at 2 µM | 94,000 tested, 0.41% active;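 active means cell count reduction more than 3 SD above the screen-wide mean, cut at about 70% in these data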;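 further: normalized per plate to untreated control cells as the no-loss baseline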
hDAT+cocaine: changed human dopamine transporter uptake under cocaine IC80 | Q01959 | LLC-PK1 hDAT cells, [14C]-dopamine uptake with cocaine IC80; actives deviate in either direction | B-score at 10 µM | 110,000 tested, 1.3% active | AID 449768;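 active means Z score or B-score, a plate-position-corrected score, falls beyond the plate's 99.7% confidence bounds, in either direction; inactive means both scores lie inside the 99.7% bounds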;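 further: scored against the spread of the other compound wells on the same plate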
VCAM1 TNFa inh: reduces TNF alpha induced VCAM1 expression in HUVEC; HUVEC TNFa-induced VCAM-1 immunofluorescence, high-content imaging; inhibition, % at 2 µM; 95,000 tested, 0.48% active; AID 802;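 active means inhibition above the batch mean plus 3 SD, with images confirmed as a hit by eye, cut at about 37% in these data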;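 further: 0% = TNF-stimulated DMSO wells and 100% = unstimulated control wells; not every result past the cut was called active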
Calb biofilm kill: kills Candida albicans biofilms; C. albicans biofilm + clotrimazole, Alamar Blue; inhibition, % at 6 µM; 85,000 tested, 0.14% active;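 active means inhibition above 20%; inactive means inhibition below 20%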;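 further: preformed 24 hr biofilms exposed to compound for 48 hr; 0% = biofilm without compound and 100% = blank killed by clotrimazole plus chlorhexidine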
TNFa cytotox: HUVEC cytotoxicity counter-screen, TNF alpha stimulated. HUVEC TNFalpha-stimulated, Hoechst cell count, imaging. 93,000 tested, 0.17% active. cell count reduction, % at 2 µM;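 active means cell count reduction exceeding the screen mean by over 5 SD, scaled to untreated wells per plate, cut at about 78% in these data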;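 further: cells counted after 24 h of TNF alpha exposure following the 1 h pretreatment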
F-actin modifier: alters cytoskeleton assembly in HUVEC cells; HUVEC TNFa F-actin phalloidin imaging, high content; inhibition, % at 2 µM; 91,000 tested, 0.18% active;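 active means inhibition above the batch mean plus 3 SD and confirmed as a hit by visual image inspection, cut at about 30% in these data, passing the limit was not always enough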; further: strong numbers were not always called active
MT1-MMP txn act: activates MT1-MMP transcription; AID 750; HT1080 MT1-MMP promoter luciferase reporter, luminescence, overnight; active compounds read high; activation factor at 10 µM; 86,000 tested, 0.16% active;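 active means activation factor of at least 2 for MT1-MMP transcription at 10 µM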
Smad3 inh: inhibitors of human Smad3 transcription factor binding; AID 630; inhibition, % at 25 µM; 88,000 tested, 0.29% active; TR-FRET Smad3/Dy647-FoxH1 peptide binding, europium anti-His; P84022;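 active means compounds that reduce the energy-transfer binding signal between the protein and its labelled peptide by more than half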;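 further: 0% = Smad3 plus labelled peptide maximal FRET and 100% = peptide-only background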
PTPN22 inh 2: blocks human PTPN22 phosphatase activity; recombinant LYP catalytic domain, DiFMUP fluorescence; 96,000 tested, 0.21% active; inhibition, % at 2 µM;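 active means inhibition at 2 µM at or above a set limit, the screen mean plus 3 SD, cut at about 24% in these data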;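 further: 0% = DMSO with enzyme and 100% = enzyme fully blocked by orthovanadate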
Target sequence (Q9Y2R2 whole entry, looked up, the tested form may be a part): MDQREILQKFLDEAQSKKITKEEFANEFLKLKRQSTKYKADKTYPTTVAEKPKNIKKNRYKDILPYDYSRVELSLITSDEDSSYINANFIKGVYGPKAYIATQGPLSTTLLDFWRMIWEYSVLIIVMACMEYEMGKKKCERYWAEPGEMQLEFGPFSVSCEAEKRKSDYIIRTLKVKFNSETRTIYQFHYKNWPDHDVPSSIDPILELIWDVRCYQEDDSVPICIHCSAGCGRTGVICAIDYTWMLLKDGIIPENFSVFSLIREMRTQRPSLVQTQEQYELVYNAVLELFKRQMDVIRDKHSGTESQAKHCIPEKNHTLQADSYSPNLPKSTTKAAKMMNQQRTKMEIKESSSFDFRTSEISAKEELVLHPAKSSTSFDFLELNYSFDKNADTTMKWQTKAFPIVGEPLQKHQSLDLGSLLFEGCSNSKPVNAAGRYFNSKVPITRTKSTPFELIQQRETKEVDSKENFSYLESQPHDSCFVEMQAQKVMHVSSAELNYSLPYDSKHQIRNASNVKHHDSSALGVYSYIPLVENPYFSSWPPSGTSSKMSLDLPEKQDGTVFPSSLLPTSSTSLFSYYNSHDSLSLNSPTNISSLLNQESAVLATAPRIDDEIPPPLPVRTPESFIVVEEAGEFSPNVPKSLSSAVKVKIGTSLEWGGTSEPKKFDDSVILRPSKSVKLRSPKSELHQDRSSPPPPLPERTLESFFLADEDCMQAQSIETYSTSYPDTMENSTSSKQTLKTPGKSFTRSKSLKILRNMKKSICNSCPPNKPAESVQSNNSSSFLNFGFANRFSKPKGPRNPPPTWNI
* marks the source's active call; other numbers are inactive results; nt = not tested or not shown; [ ] = dose if it differs, or a comment. A portion of the library; rates above refer to the full screens.

SMILES	IL1B cytotox	hDAT+cocaine	VCAM1 TNFa inh	Calb biofilm kill	TNFa cytotox	F-actin modifier	MT1-MMP txn act	Smad3 inh	PTPN22 inh 2
CCOC(=O)c1cc2occc2n1Cc1ccc(F)cc1	-2.3	-0.112	24.8	3.1	-7.8	-26.0	nt	-5.0	-10.1
C(=N\N1CCN(C2c3ccccc3-c3ccccc32)CC1)/c1ccncc1	43.5	-0.161	9.1	nt	0.9	-34.4	nt	nt	5.4
Cc1sc2nc(C(C)Nc3ccccc3N3CCOCC3)[nH]c(=O)c2c1C (stereo unspecified)	-1.8	-7.52*	-9.9	2.9	66.1	-44.4	1	-2.8	-1.1
CCn1c(COc2ccccc2C)nnc1SCC(=O)OC	nt	0.00286	nt	-1.5	nt	nt	1	10.9	nt
CCN1C(=O)/C(=C\N2CCN(c3ccc(F)cc3)CC2)SC1=S	12.4	-0.287	-7.6	-0.7	-7.0	-9.6	1.1	-17.9	4.8
Cn1c(SCC(=O)Nc2nc3ccccc3s2)nnc1-c1ccccc1	-31.5	nt	-3.7	-1.8	3.1	-7.9	1.2	4.6	13.5
Cc1ccc(S(=O)(=O)N2CCN(C(=O)CN3CCCCC3)C2C(C)C)cc1 (stereo unspecified)	nt	-0.516	6.7	7.6	-9.0	-8.2	1.1	-0.3	-8.5
O=S(=O)(c1ccc(S(=O)(=O)N(Cc2ccccc2)Cc2ccco2)cc1)N1CCCC1	-0.5	-0.321	8.2	5.5	-6.8	-7.2	1.3	0.3	11.5
CCCCNC(=O)/C=C/c1ccc(OC)c(Br)c1	-24.6	1.09	-15.9	nt	-1.5	5.7	nt	nt	-1.3
CC(Sc1ccccc1)C(=O)Nc1ccc(S(=O)(=O)N2CCOCC2)cc1 (stereo unspecified)	-11.0	-0.0743	7.1	5.8	-16.4	16.0	1.1	-5.8	-0.4
Cc1ccc[n+](C(C)C(=O)Nc2ccc(C)c([N+](=O)[O-])c2)c1 (stereo unspecified)	10.0	1.1	-0.5	nt	-2.8	-14.2	nt	nt	-6.8
COc1ccc(Nc2ncnc3c2cnn3Cc2ccc(C)cc2)cc1	-16.4	-0.227	-6.3	2.8	-29.9	nt	1	-8.2	8.2
Cn1c(=O)[nH]c2cc3ccccc3cc21	-3.7	-1.24	15.5	8.0	4.5	-18.9	1.1	0.3	6.2
COC(=O)C1=C(C)NC(C)=C(C(=O)OC)C1C(=O)OC1CCCCC1=O (stereo unspecified)	-57.9	-1.74	24.6	3.3	-0.9	-3.0	1	11.3[fluorescence artefact?]	-5.5
CN(C)S(=O)(=O)Oc1ccc(Cl)cc1C(=O)Nc1cccc(C(F)(F)F)c1	-18.6	0.368	-19.8	nt	-6.6	12.8	nt	nt	-1.2
O=C(Nc1ccccc1)c1ccc(S(=O)(=O)NCC2CCCO2)cc1 (stereo unspecified)	nt	0.34	nt	3.0	nt	nt	1.2	13.9	nt
COc1ccc(OC)c(NC(=O)C2CCN(c3nc(C)cc(C)n3)CC2)c1	3.3	-0.168	3.7	2.9	-6.2	-5.3	1.1	2.0	-2.9
Cn1c(SCc2cnc(-c3ccccc3)s2)nnc1C1COc2ccccc2O1 (stereo unspecified)	13.0	0.527	-2.2	8.3	-34.5	0.9	1.1	2.3	6.3
O=C(Nc1cc(Cl)ccc1Oc1ccccc1)c1cnccn1	1.6	0.819	-9.8	7.5	-17.9	-9.6	1.2	8.5	-1.9
COc1ccc(C(=O)NCCN2CCOCC2)cc1OC	35.8	-0.249	-7.2	5.6	nt	3.2	1.3	-1.0	-2.6

Profiles from above.
`Cn1c(SCc2cnc(-c3ccccc3)s2)nnc1C1COc2ccccc2O1` (stereo unspecified) in the list: IL1B cytotox: 13.0; hDAT+cocaine: 0.527; VCAM1 TNFa inh: -2.2; Calb biofilm kill: 8.3; TNFa cytotox: -34.5; F-actin modifier: 0.9; MT1-MMP txn act: 1.1; Smad3 inh: 2.3; PTPN22 inh 2: 6.3
`CCn1c(COc2ccccc2C)nnc1SCC(=O)OC` in the list: IL1B cytotox: nt; hDAT+cocaine: 0.00286; VCAM1 TNFa inh: nt; Calb biofilm kill: -1.5; TNFa cytotox: nt; F-actin modifier: nt; MT1-MMP txn act: 1; Smad3 inh: 10.9; PTPN22 inh 2: nt

The listing continues:
SMILES	IL1B cytotox	hDAT+cocaine	VCAM1 TNFa inh	Calb biofilm kill	TNFa cytotox	F-actin modifier	MT1-MMP txn act	Smad3 inh	PTPN22 inh 2
COCc1cc(Sc2cccc(Cl)c2Cl)nc(-c2ccccc2)n1	-8.9	-0.102	-10.7	nt	-11.5	1.5	nt	nt	12.2
COc1cc2c(cc1OC)C(c1cc(OC)c(OC)c(OC)c1)NCC2 (stereo unspecified)	-13.0	-0.191	nt	10.2	nt	nt	1.1	10.9	4.9
CCN(Cc1ccccc1)C(c1ccc(Cl)cc1)c1nnnn1C(C)(C)C (stereo unspecified)	-13.5	0.0497	2.2	6.5	-12.7	nt	1.3	8.9	-4.9
Cc1ccc(-c2n[nH]c(=O)c3ccccc23)cc1S(=O)(=O)NCCN1CCOCC1	-79.1	0.734	-3.8	7.1	-7.2	28.7	1.1	2.7	0.7
CCOC(=O)c1c(NC(=O)c2ccc(C)cc2)sc2c1CC(C)(C)OC2	-154.7	0.0299	0.0	1.1	-31.1	-2.3	1.2	9.4	-3.7
COC(=O)c1ccc(C2C(C(=O)c3cc4ccccc4o3)=C(O)C(=O)N2CCCN(C)C)cc1 (stereo unspecified)	-64.0	-0.971	-4.1	-4.6	-21.8	-5.4	1.1	-2.6[fluorescence artefact?]	-1.8
CC1CC(C)CN(c2ccc(C(=O)OCC(=O)NC3CCCc4ccccc43)cc2[N+](=O)[O-])C1 (stereo unspecified)	nt	-0.865	0.2	-1.6	-10.6	-0.2	1.1	-4.0	-2.6
CCOC(=O)c1cc(CC)sc1NC(=O)Cc1ccccc1	1.9	-0.248	-34.9	2.7	-22.0	13.1	1.1	3.0	-4.6
CCCCn1c(=O)c(C(=O)c2ccccc2)nc2ccccc21	-19.9	0.999	7.5	7.8	-3.1	13.4	1.2	-0.4	8.7
CC(=O)Oc1ccc2oc(C)c(C(=O)N3CCOCC3)c2c1	8.5	-1.03	-5.8	5.4	-11.9	9.1	1	3.3	-5.2
COc1cc(C)nc(Oc2ccc(=O)n(C)n2)n1	-37.7	-0.119	14.5	2.2	-30.5	8.3	1.3	-0.7	-18.2
FC(F)(F)c1cccc(Cn2nnnc2-c2ccc(Cl)cc2)c1	-50.0	-1.63	2.5	nt	-2.2	21.6	nt	nt	3.5
Cc1cc(=O)[nH]c(Cc2ccc(OC(C)C)cc2)n1	-1.1	-1.03	-9.2	-2.9	-46.3	-8.5	1.2	-0.5	4.0
O=C(Nc1ccc2c(c1)OCO2)c1cccc(F)c1	89.8*	1.35	-11.5	-0.9	13.4	-5.4	1.5	-4.1	-3.8
Cc1ccc(C(=O)O)cc1-c1ccc(/C=C2/NC(=O)N(c3ccccc3)C2=O)o1	13.8	-0.394	25.6	-1.0	2.3	15.7	1	12.6	21.9
c1ccc2c(c1)oc1c(NCc3ccc4c(c3)OCO4)ncnc12	nt	-0.771	nt	4.9	nt	nt	1.1	12.0	nt
CCOC(=O)CSc1nc2c(c(=O)[nH]c(=O)n2C)n1CCc1ccccc1	-6.4	0.13	8.4	7.0	-2.0	3.4	1.2	2.5	-5.7
CCCc1nc(N2CCN(C)CC2)c2sc(=S)n(-c3ccccc3)c2n1	nt	0.299	nt	0.3	nt	nt	1.2	7.5	nt
Cc1[nH]c2ccccc2c1C(c1ccccn1)N1CCC(C)CC1 (stereo unspecified)	-3.8	-0.512	-21.8	14.8	-6.9	35.1	1.2	-0.6	-7.6
O=C(NCCc1ccc(Cl)cc1)C1CCN(S(=O)(=O)c2cccc3nonc23)CC1	-0.3	-2.16*	20.6	7.3	nt	-3.3	nt	0.4	3.4
CCCCCc1nnc(NC(=O)Cc2cccs2)s1	-7.7	0.943	-1.5	-0.9	-10.3	-3.2	1.1	1.6	12.5
Cc1cc2nc(C)n(CCCNC(=O)Nc3ccccc3)c2cc1C	8.0	0.516	0.6	5.2	-11.5	-1.0	1.2	-13.1	0.0
CC1CCCN(c2ccc(/C=C(\C#N)c3nn(-c4ccccc4)c(N)c3C#N)cc2[N+](=O)[O-])C1 (stereo unspecified)	-21.0	-0.895	20.3	nt	-8.2	18.1	nt	nt	-3.3
CCC(=O)N1CCc2cc(S(=O)(=O)N3CCc4ccccc43)ccc21	-25.2	-0.95	14.4	7.6	-17.2	16.6	nt	4.6	3.4
COc1ccc(-n2c(COc3cccc4ccccc34)nnc2SCC(=O)NCc2ccco2)cc1	-14.3	1.46	-3.1	1.1	2.8	nt	1.3	5.5	-9.3
N/C(Cc1ccc(Cl)cc1)=N\OC(=O)c1ccccc1	19.0	0.596	8.0	-3.4	2.9	5.3	1.1	10.7	0.6
COc1ccc(C(=O)NCC(c2cccnc2)N2CCN(c3ccc(F)cc3)CC2)cc1OC (stereo unspecified)	-3.2	0.0551	22.2	nt	48.0	-15.7	1.2	nt	-11.7
Cc1cc(NS(=O)(=O)c2ccccc2)cc(Cl)c1O	11.7	0.0105	4.5	3.7	6.6	-19.4	1.1	-9.7	-6.8
C=CCc1ccccc1OCC(O)CN1CCN(Cc2ccc3c(c2)OCO3)CC1 (stereo unspecified)	-8.7	0.637	12.7	7.8	-7.1	-1.4	1.1	0.3	2.6
COc1cc(-n2ccnc2SC)c(Cl)cc1Cl	-9.7	-1.54	6.2	nt	-10.4	-10.0	nt	nt	-3.2
Clc1ccc2nc3ccccn3c2c1	-24.2	0.0435	-5.9	1.1	-21.7	6.5	1.2	17.6[fluorescence artefact?]	-1.6
CCC(=O)Nc1ccccc1C(=O)OCC(=O)c1ccccc1	17.7	0.0404	-13.4	nt	-17.4	15.3	nt	nt	-3.9
Cc1ccccc1NC1=C(Cl)C(=O)OC1OC(=O)c1ccco1 (stereo unspecified)	-2.1	0.345	15.7	2.9	7.1	nt	1.1	-2.6	-1.3
CCOC(=O)c1sc(NC(=O)CN(CC(C)C)CC(C)C)c(C(=O)OCC)c1C	-1.5	1.89	-4.6	nt	-26.4	26.0	nt	nt	-2.7
Cc1ccc(-c2nc(C#N)c(N3CCCCC3)o2)cc1	4.5	0.212	-9.0	4.7	-16.5	-2.0	1	-0.9	4.5
O=C(c1ccc2ccccc2c1)N1CCN(c2ccc(O)cc2)CC1	13.3	0.947	-4.1	6.1	-6.7	-13.0	1.2	3.3	2.2
O=C(COc1cccc(-n2cnnn2)c1)N1CCOCC1	nt	-0.177	nt	3.5	nt	nt	1.1	0.5[fluorescence artefact?]	8.0
O=C(NC1CCCCC1)c1ccccc1NC(=O)C1CC(=O)N(c2ccccc2)C1 (stereo unspecified)	-9.5	0.335	-0.5	4.8	-14.0	0.3	1.2	2.3	4.2
CCCCCC(=O)NC(NC(=S)NC1CCS(=O)(=O)C1)C(Cl)(Cl)Cl (stereo unspecified)	-50.5	-2.97*	1.3	1.5	2.9	4.8	1.2	-9.6	2.4
N#Cc1c(-c2ccc(F)cc2)noc1N	12.5	0.287	-1.9	0.1	0.0	0.4	1.1	-2.4	5.5
CCCCCCC1CCC(c2nc(-c3ccncc3)no2)CC1 (stereo unspecified)	0.9	-0.933	14.8	0.8	-38.3	13.6	1	-12.6	-4.7
CSc1ccccc1NC(=O)CN(c1cccc(C)c1)S(C)(=O)=O	nt	0.677	nt	0.6	nt	nt	1.1	-9.7	nt
Cc1cc(C)cc(-n2nnnc2SCC(=O)N2CCOCC2)c1	-1.7	0.581	-7.2	2.9	-2.2	-2.7	1.1	5.0	-11.6
CSc1n[nH]c(NCc2ccccc2)n1	40.3	-1.24	1.1	6.1	-22.0	6.1	1.3	18.1[fluorescence artefact?]	8.5
COc1ccc(Cl)cc1C(=O)NNC(=S)NC(=O)c1cc(-c2ccc(Cl)cc2)nc2ccccc12	nt	-0.891	8.7	nt	-9.7	-12.1	nt	nt	12.2
